Screening results as filed in PubChem.
pAkt inh: HTS Assay for Inhibitors of Akt Phophorylation: Primary Screen | Neuro2A IGF-stimulated pAkt S473 HTRF, 20 min; hits give low values | actives 0.32% (n = 360,000) | AID 651550, 2012 | activity change, % for hits at 50 µM; in the data active = activity change below about -80%; inconclusive = mostly about -51% to -80%; note: % is set by controls: 0 for no effect and ±100 for the full control effect
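Neuro2A cells in DMEM with 0.5% FBS, overnight at 37 deg C, given compound at single 50 µM final, then IGF (6 nM final) for 20 min at 37 deg C. Lysed; phospho-Akt Ser473 by HTRF after 24 h, 665/615 ratio.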
D3 antag: qHTS of D3 Dopamine Receptor Antagonist: qHTS; D3R cells, DiscoveRx beta-arrestin luminescence, antagonist mode; hits give low values; max response, negative = inhibition, %; actives 2.5% (n = 360,000); in the data active = max response below about -50%; inconclusive = no clear call, values can overlap the other calls; note: % is set by controls: 0 for no effect and ±100 for the full control effect; mostly tested at two doses, the higher about 12 µM
Target sequence (P35462 whole entry, looked up): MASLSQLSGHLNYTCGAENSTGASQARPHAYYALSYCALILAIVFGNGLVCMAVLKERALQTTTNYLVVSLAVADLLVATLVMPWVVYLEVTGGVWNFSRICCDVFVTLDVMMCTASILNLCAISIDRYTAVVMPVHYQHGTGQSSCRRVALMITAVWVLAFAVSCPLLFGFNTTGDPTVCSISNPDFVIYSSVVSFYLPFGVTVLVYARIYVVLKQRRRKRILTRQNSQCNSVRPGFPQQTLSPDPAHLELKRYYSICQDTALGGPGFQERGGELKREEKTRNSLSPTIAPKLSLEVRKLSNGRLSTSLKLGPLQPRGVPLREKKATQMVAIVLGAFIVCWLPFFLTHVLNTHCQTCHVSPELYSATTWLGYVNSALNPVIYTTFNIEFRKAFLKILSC
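Cells expressing the human receptor were seeded at 1500 cells/well, incubated overnight at 37 degrees C in 5% CO2, then exposed to library compounds with dopamine controls for 90 minutes at 37 degrees C before luminescent detection.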
EPAC2 ag: qHTS for Agonist of cAMP-regulated guanine nucleotide exchange factor 4 (EPAC2): primary screen; Potency, µM (doses to about 154 µM), for inactives: top-dose activation, most hits filed as activators; AID 720711, 2013; EPAC2 activation, biochemical qHTS; response scale: 100% = 6.5 mM cAMP response; actives 0.079% (n = 360,000); Rap guanine nucleotide exchange factor 4 (Homo sapiens), Q8WZA2; note: potency is the fitted concentration of half-maximal effect; nearly all actives have a fitted effect of over 50% in size
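Readout is BODIPY fluorescence (480 nm excitation, 540 nm emission), which falls as labeled GDP is exchanged off Rap1B. EPAC2 at 100 nM acted on 250 nM RAP1B-BODIPY-GDP with 50 uM GDP present.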
PTHR1 agonist: qHTS for PTHR1 Agonists: Primary Screen. Potency, µM (doses to about 115 µM), for the others: at the top dose activation, usual class: activators. actives 0.075% (n = 410,000). HEK293 GP2 PTHR1 cells, GloSensor cAMP luminescence, 1 h. Parathyroid hormone/parathyroid hormone-related peptide receptor (Homo sapiens), Q03431; note: potency is the fitted concentration of half-maximal effect; nearly all actives have a fitted effect of over 55% in size; some results filed as inactive show a strong effect at the top dose; inactives centre near -15; many of its hits are not listed in these tables
Target sequence (Q03431 whole entry, looked up): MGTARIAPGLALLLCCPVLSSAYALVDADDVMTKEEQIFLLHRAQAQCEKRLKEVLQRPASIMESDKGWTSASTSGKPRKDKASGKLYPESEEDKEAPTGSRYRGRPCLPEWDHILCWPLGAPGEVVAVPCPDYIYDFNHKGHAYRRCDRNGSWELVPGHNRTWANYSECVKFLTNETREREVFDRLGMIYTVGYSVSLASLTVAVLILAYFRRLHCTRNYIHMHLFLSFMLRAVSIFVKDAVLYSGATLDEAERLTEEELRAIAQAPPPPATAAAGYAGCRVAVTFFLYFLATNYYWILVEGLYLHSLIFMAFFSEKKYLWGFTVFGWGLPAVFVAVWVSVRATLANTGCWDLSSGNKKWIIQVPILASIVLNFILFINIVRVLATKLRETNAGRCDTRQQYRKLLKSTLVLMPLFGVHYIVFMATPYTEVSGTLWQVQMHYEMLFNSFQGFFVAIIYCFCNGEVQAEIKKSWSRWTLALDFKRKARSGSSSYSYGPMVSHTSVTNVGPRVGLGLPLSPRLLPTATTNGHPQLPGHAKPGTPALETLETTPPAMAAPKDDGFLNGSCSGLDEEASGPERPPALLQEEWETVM
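HEK-293-derived GP2 cells expressing PTHR1 and a GloSensor cAMP reporter, 3,000/well, plated overnight, given luciferin plus IBMX (each 0.5 mM as added) for 1 h at 37 °C, then compound for 1 h at 37 °C. Luminescence was read after 15 min at room temperature.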
EPAC2 antagonist: qHTS for Antagonist of cAMP-regulated guanine nucleotide exchange factor 2 (EPAC2): primary screen. EPAC2 GEF exchange of Rap1B-BODIPY-GDP, fluorescence. Potency, µM (titrated, usually from 114 µM), for inactives: top-dose activity, negative = inhibition, actives largely listed as inhibitors. actives 0.18% (n = 360,000); note: potency is the fitted concentration of half-maximal effect; % is set by controls: 0 for no effect and ±100 for the full control effect; nearly all actives have a fitted effect of over 45% in size; many of its hits are not listed in these tables
D3 ag: qHTS of D3 Dopamine Receptor Agonist: qHTS | D(3) dopamine receptor (Homo sapiens), P35462 | D3R DiscoveRx beta-arrestin cells, luminescence, 90 min | max activation, % | actives 0.58% (n = 410,000) | AID 652048, 2013; in the data active = max activation above about 30%; note: 0% is about no effect; mostly tested at two doses, the higher about 12 µM
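Agonist mode: compounds and dopamine controls were applied to plated cells for 90 min at 37 degrees C after an overnight attachment at 1500 cells/well. Luminescent read-out followed 30 - 60 minutes at room temperature with DiscoveRx detection reagent.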
Mm-Cpn inhibitor: Inhibitors of TCP-1 ring complex (TRiC) of Methanococcus maripaludis (MmCpn): qHTS; purified Mm-Cpn ATPase, ADP Transcreener TR-FRET; Potency, µM (highest dose often 76.9 µM), for the others: at the top dose activity, negative = inhibition, usual class: inhibitors; actives 0.031% (n = 330,000); AID 504842, 2011; note: potency is the fitted concentration of half-maximal effect; % is set by controls: 0 for no effect and ±100 for the full control effect; nearly all actives have a fitted effect of over 80% in size
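Reaction buffer contained 30 mM Tris pH 7.4, 100 mM KCl, 5 mM MgCl2 and 1 mM DTT. Mm-CPN (25 nM final) hydrolysed 10 uM ATP over 30 min at 37°C; ADP was read by HTRF.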
CCT chaperon mod: High-Throughput Screening for Modulators of Cytosolic Chaperonin Activity. purified chaperonin ATPase assay, HTRF ADP detection, 30 min. activity change, % (test concentration not listed), hits read low. actives 0.3% (n = 360,000). AID 651819, 2012; in the data active = activity change below about -30%; note: % is set by controls: 0 for no effect and ±100 for the full control effect
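Enzyme 40 or 20 nM (batch-dependent) in Tris pH 7.4/KCl/MgCl2/DTT; cpd 76 uM single point; ATP 10 uM; 30 min 37 °C; Transcreener ADP HTRF detection, 30 min RT; ratio 665/615.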
Numbers without * were called inactive; i = inactive; ? = inconclusive; nt = no result given; & = joins results of further samples; [ ] = remark or other dose. Unless noted, calls come from the whole dose curve; as a rule, active = well fitted curve in the direction sought with a large enough effect; inconclusive = small, poorly fitted or top-dose-only effect, or another doubt; inactive = no such curve, though single readings can be large; an effect the other way counts as inactive or inconclusive. Some of the compounds tested. The share of hits here may be higher or lower than overall.

Each structure is followed by: CCT chaperon mod, D3 ag, PTHR1 agonist, EPAC2 ag, Mm-Cpn inhibitor, pAkt inh, D3 antag, EPAC2 antagonist
(1) CCC(=O)Nc1nc(CC(=O)Nc2ccccc2)cs1
  -0.4, 2, 17%[57.5 µM], 0%, -3%, i, 3, -2%
(2) Cn1ncc(Br)c1C(=O)N1CCCC1
  1.1, 2, -70%[inhibitor], 9%, -4%, i, -7, 0%
(3) COc1ccccc1N(CC(=O)N1CCc2ccccc2C1)S(C)(=O)=O
  -2.9, -9, -15%, 12%, 2%, i, -12, 1%
(4) CCOC(=O)c1cn(-c2c(C)n(C)n(-c3ccccc3)c2=O)c2c(F)c(F)c(F)cc2c1=O
  -2.6, 6, i, 10%, 0%, i, 7, -2%
(5) C=CCn1c(C(C)NC(=O)C(C)(C)C)nc2ccccc21 (stereo not drawn)
  0.8, 16, i, 0%, -1%, i, -52*, 4%
(6) COc1ccc(OC)c(N/C(C)=C/C(=O)c2ccccc2)c1
  -0.1, 1, -93%[inhibitor], 14%, 1%, i, -6, -26%
(7) COCCNC(=O)c1cc(-c2ccncc2)nc2ccc(S(=O)(=O)N3CCOCC3)cc12
  -0.5, -3, i, 4%, 1%, i, 0, 8%
(8) CCC1=Nc2cc(C(=O)O)ccc2Sc2ccc(Cl)cc21
  -0.8, -3, -9%, 6%, 0%, i, 13, -26%
(9) CN1/C(=C/C(=S)NC(=O)C2(C)CC2(Cl)Cl)C(C)(C)c2ccccc21 (stereo not drawn)
  -0.9, 1, -31%[inhibitor], 13%, -3%, i, ?, -3%
(10) Cc1ccccc1S(=O)(=O)Cc1ccc(C(=O)NCCCN2CCCC(C)C2)o1 (stereo not drawn)
  0.7, -2, i, -9%, 1%, i, -3, 8%
(11) FC(F)(F)c1cc(-c2ccccc2)nc(NC2CCCC2)n1
  -2.8, 1, -34%, 12%, -2%, i, 34, -6%
(12) COC(=O)c1cnn(-c2ccc(Cl)cc2)c1/C=N/NC(N)=S
  -1.9, 4, -52%[inhibitor], 0%, 2%, i, 13, 9%
(13) Cc1cc(Sc2nc(NC(C)C)nc(NC(C)C)n2)nc(Cl)n1
  2.3, -15, i, -8%, -24%, i, 2, 2%
(14) Oc1ccc(C2=NNC(=NCc3ccc4c(c3)OCO4)SC2)c(O)c1
  -1.8, -4, -9%, 7%, -3%, i, 15, 0%
(15) CCOc1ccccc1N1CC(C(=O)Nc2cc(Cl)ccc2-n2cncn2)CC1=O (stereo not drawn)
  1.0, -15, -25%, 5%, 1%, i, -3, -1%
(16) Cc1ccc(N(Cc2cc3ccccc3[nH]c2=O)C(=O)c2cccs2)cc1
  -3.8, 3, -13%, -5%, 2%, i, -10, 3%
(17) COc1ccc(OC)c(C(=O)c2ccc(C(=O)c3cc(OC)ccc3OC)cc2)c1
  1.3, 30, i, 16%, -2%, i, 11, 5%
(18) CC1(C)CC2CC(C)(CN2CC(=O)C(C#N)c2ccccc2)C1 (stereo not drawn)
  1.1, 1, -9%, 3%, -4%, i, -20, 13%
(19) O=C(NC(=S)Nc1ccc(CN2CCOCC2)cc1)c1ccc(-c2cccc(Cl)c2)o1
  -1.0, -2, -32%[inhibitor], 7%, -2%, i, 17, -8%
(20) COc1ccc(C(=O)N(c2ccccc2)c2nccc3ccccc23)cc1OC
  -3.1, 2, -22%, 7%, nt, i, 0, -11%
(21) O=C(N/N=C/c1coc2ccccc2c1=O)c1ccccc1
  -2.1, 0, -3%, 8%, 2%, i, 7, -6%
(22) CCc1nc2c(OCc3ccccc3C(=O)OC)cccn2c1N(C)C(=O)c1cccs1
  0.9, -5, i, 5%, nt, i, -5, -9%
(23) COc1ccc(C(=O)Nc2ccccc2)cc1S(=O)(=O)Nc1cc(C)on1
  1.9, 0, -7%, 0%, 3%, i, -23, 15%
(24) Cc1ccc(C2(c3ccc(C)cc3)NC(=O)N(Cc3c(C)noc3C)C2=O)cc1
  0.1, -4, -6%[57.5 µM], 10%, -1%, i, 24, -13%
(25) C=CCN1C(=O)C(CC(=O)NCC)SC1=Nc1cc(Cl)ccc1Cl (stereo not drawn)
  2.4, -2, i, -5%, 2%, i, 5, -19%
(26) CNC(=O)[C@@]1(Cc2ccccc2)C=C[C@@H](C)N1C(=O)OC
  -4.9, -13, -24%, -3%, nt, i, ?, 4%
(27) COc1ccc(/C=N/NC(=O)c2ccc(Cl)cc2)cc1Cn1cc(Cl)cn1
  1.1, -14, i, -4%, -3%, i, 15, -11%
(28) CC(C)(C)c1ccc(-c2nn(CCC#N)cc2/C=N/O)cc1
  -1.0, -4, -23%, 9%, -5%, i, ?, -11%
(29) Clc1cccc2sc(N3CCOCC3)nc12
  -1.4, 1, i, 3%, nt, i, 16, -4%
(30) CCCOc1cccc(C(=O)Nc2ccc(Br)cc2F)c1
  -1.5, 10, i, 3%, 1%, i, 12, -5%
(31) Cc1cc(C)c(S(=O)(=O)N2CCCCC2CCNC(=O)C(=O)NCc2cccnc2)c(C)c1 (stereo not drawn)
  -3.2, -1, i, -2%, 4%, i, 19, 2%
(32) Cc1cc2cc3c(cc2nc1SCC(=O)N1CCOCC1)OCO3
  -0.9, 1, i, 7%, -1%, i, 1, -7%
(33) O=C(CCC(=O)N(CC(=O)NC1CCCCC1)Cc1cccs1)Nc1nccs1
  0.1, 1, i, 5%, 1%, i, 0, 2%
(34) COc1ccc(NC(=O)c2ccccc2NS(=O)(=O)c2ccc(C)cc2)c([N+](=O)[O-])c1
  -0.5, 3, -41%[inhibitor], 7%, 0%, i, 3, -12%
(35) Cc1ccc(CSc2nc3ccncc3n2CC(=O)Nc2cc(C)cc(C)c2)cc1
  1.1, -4, -17%, -8%, 0%, i, 14, 1%
(36) COc1ccc(Cc2c(N)nc(C)nc2N)cc1
  1.1, 24, -4%, 5%, -3%, i, 14, 5%
(37) CCOc1ccc(C(=O)COC(=O)CN2C(=O)NC3(CCCCC3C)C2=O)cc1 (stereo not drawn)
  -2.5, 13, -15%, 4%, 2%, i, -3, -7%
(38) CCOc1ccc(C(=O)n2cc(C(=O)OC)c3ccccc32)cc1OCC
  1.1, 9, -11%, 9%, 1%, i, 19, 0%
(39) NC(=O)NCc1ccccc1Cl
  -0.4, 5, i, 10%, 3%, i, 4, 3%
(40) CCN(CC)CCn1c(SCC(=O)Nc2ccc3c(c2)CCC3)nc2ccccc2c1=O
  2.0, -3, 11%, 14%, -1%, i, -19, -12%
(41) COc1ccccc1/C=N/NC(=O)CC(=O)Nc1ccc(Cl)c(Cl)c1
  -2.8, -2, i, 10%, -2%, i, -65*, -12%
(42) Cc1ccccc1C(=O)NNC(=O)C(=O)N1CCCCC1
  -0.5, 2, i, 5%, -2%, i, -2, 8%
(43) COCCCN(C(=S)Nc1cc(C)cc(C)c1)C(C)c1ccncc1 (stereo not drawn)
  -1.1, -9, i, -4%, 0%, i, -21, -4%
(44) O=C(Nc1cnc2ccccc2c1)c1cccc(-n2cnnn2)c1
  -0.2, 1, -2%[57.5 µM], -2%, -1%, i, 15, 4%
(45) COc1ccc(NC(=O)C(c2ccccc2F)n2c(=O)c(-c3ccco3)nc3ccccc32)cc1 (stereo not drawn)
  nt, 1, i, 1%, nt, i, -2, 1%
(46) O=C(Nc1ccccc1Cl)c1cc(C2CCCCN2C(=O)OCCF)on1 (stereo not drawn)
  -1.3, -8, -6%, 19%, nt, i, -24, 6%
(47) COc1cccc(CC(=O)Nc2nc(C)cs2)c1
  -3.8, 2, -9%, 3%, -3%, i, -14, 7%
(48) Cc1ccccc1NC(=O)CSc1nnc(C2CC2)n1CC1CCCO1 (stereo not drawn)
  -5.0, 16, -11%, 7%, 0%, i, 3, 1%
(49) COc1cc(NC(=O)C2CCCO2)c(OC)cc1Cl (stereo not drawn)
  1.5, -3, i, -2%, 0%, i, 0, -3%
(50) COc1cc(OC)c(S(=O)(=O)N2CCN(C(=O)c3ccco3)CC2)cc1NC(C)=O
  -1.5, -5, -13%, -2%, 1%, i, 1, 9%
(51) N#Cc1cccc(NC(=O)COC(=O)CCc2ccc(S(=O)(=O)N3CCOCC3)cc2)c1
  -4.7, -13, -23%, 4%, -14%, i, -14, 0%
(52) COc1ccc(NC(=O)C2CCCN(S(=O)(=O)c3c(C)n[nH]c3C)C2)cc1OC (stereo not drawn)
  -2.9, 5&-13, -16%&25%, 11%, 1%, i, 10, -4%

From entry 35 to 43, as listed above:
Each structure is followed by: CCT chaperon mod, D3 ag, PTHR1 agonist, EPAC2 ag, Mm-Cpn inhibitor, pAkt inh, D3 antag, EPAC2 antagonist
(35) Cc1ccc(CSc2nc3ccncc3n2CC(=O)Nc2cc(C)cc(C)c2)cc1
  1.1, -4, -17%, -8%, 0%, i, 14, 1%
(36) COc1ccc(Cc2c(N)nc(C)nc2N)cc1
  1.1, 24, -4%, 5%, -3%, i, 14, 5%
(37) CCOc1ccc(C(=O)COC(=O)CN2C(=O)NC3(CCCCC3C)C2=O)cc1 (stereo not drawn)
  -2.5, 13, -15%, 4%, 2%, i, -3, -7%
(38) CCOc1ccc(C(=O)n2cc(C(=O)OC)c3ccccc32)cc1OCC
  1.1, 9, -11%, 9%, 1%, i, 19, 0%
(39) NC(=O)NCc1ccccc1Cl
  -0.4, 5, i, 10%, 3%, i, 4, 3%
(40) CCN(CC)CCn1c(SCC(=O)Nc2ccc3c(c2)CCC3)nc2ccccc2c1=O
  2.0, -3, 11%, 14%, -1%, i, -19, -12%
(41) COc1ccccc1/C=N/NC(=O)CC(=O)Nc1ccc(Cl)c(Cl)c1
  -2.8, -2, i, 10%, -2%, i, -65*, -12%
(42) Cc1ccccc1C(=O)NNC(=O)C(=O)N1CCCCC1
  -0.5, 2, i, 5%, -2%, i, -2, 8%
(43) COCCCN(C(=S)Nc1cc(C)cc(C)c1)C(C)c1ccncc1 (stereo not drawn)
  -1.1, -9, i, -4%, 0%, i, -21, -4%
